Bioassay records as filed in PubChem BioAssay.
Cy5 interf NS3h: enhances or quenches Cy5 fluorescence in NS3h assay; Cy5-dT15 DNA with NS3h, fluorescence interference; actives lie on both sides; signal over control mean, under 1 quenches; 16,000 compounds, 6% hits; fluorescence interference ratio at 100 µM;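 active = compound fluorescence over control fluorescence at most 0.8, a quencher, or at least a set upper limit, an enhancer; inactive = ratio between 0.8 and the set upper limit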
HCV NS3h FP: hepatitis C NS3 helicase inhibition, primary screen | inhibition, % at 100 µM | 16,000 compounds, 1.6% hits | AID 687043 | NS3h Cy5-dT15 DNA binding, fluorescence polarization;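 active = inhibition above the average over every tested compound plus 3 SD, cut at about 40% in these data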
Numbers without * were called inactive; & = joins results of further samples.

Preview (23 entries):
SMILES	Cy5 interf NS3h	HCV NS3h FP
COc1ccc(NS(=O)(=O)c2ccc(Cl)cc2)cc1Cl	1.09	14.7
COCCNC(=O)CN(c1ccc(Br)cc1)S(C)(=O)=O	1.03	1.4
CCOc1cc(C2C(C(=O)OC)=C(C)N(C)C(C)=C2C(=O)OC)ccc1OC(C)=O	0.93	8.2
COc1cccc(/C=C2\SC(=S)N(C)C2=O)c1O	0.953	17.1
CC(C)COc1ccc(C(=O)Nc2ccc(-c3nc4ccccc4o3)cc2)cc1	1.01	35.5
CCOc1cc(-c2ccc(OC)c(OC)c2)cc(=O)c2c(C)oc(C)c12	0.911	2.8
CCOC(=O)c1c(C)n(-c2ccccc2OC)c2c1cc(O)c1ccccc12	0.959	10.9
O=C1C(=O)N(Cc2ccc(Cl)c(Cl)c2)C2C=CC=CC12 (stereo not given)	0.951	17.1
CC1(C)CC(=O)C(C(C2=C(O)CC(C)(C)CC2=O)c2ccc(Cl)cc2Cl)C(=O)C1 (stereo not given)	1.03	0.0
O=C(/C=C/c1ccccc1)NC(=S)Nc1cccc2ccccc12	0.932	27.9
O=C(Nc1ccc(Cl)c(-c2nc3ccccc3o2)c1)c1cccs1	1.01	-0.7
CCOC(=O)c1c(NC(=O)c2cc(Br)ccc2OC)sc2c1CCCC2	1.04	3.1
Cc1cc(C)c2oc(-c3ccc(NC(=S)NC(=O)c4ccco4)cc3)nc2c1	1.1	-11.9
CCC1(CC)NC(=S)N(c2ccc(C)cc2)N1	0.984	0.3
CCc1ccc(NC(=O)C(=O)NCc2ccccc2OC)cc1	0.999	16.7
O=C1C2=C(C(c3ccccc3)=NCCN2)C(c2ccc(O)cc2)N1c1ccccc1 (stereo not given)	0.96	-2.8
COc1ccc(NC(=O)COc2ccc(Cl)cc2)cc1	1.11	20.5
Cc1cc(NC(=O)c2ccc(C)c([N+](=O)[O-])c2)ccc1Br	1.07	9.7
O=C1/C(=C\Nc2cc(Cl)ccc2O)CCc2ccccc21	1.05	30.8
COc1ccc(N(Cc2ccc(C(=O)Nc3ccc(OC)c(OC)c3)cc2)S(=O)(=O)c2ccccc2)cc1	0.921	6.9
COc1ccccc1-c1nc(-c2ccc(Br)cc2)no1	1.02	10.9
O=C1NC(=O)C(=Cc2cc(Br)ccc2OCc2ccccc2F)C(=O)N1	1	15.0
CC(=O)N1C(=O)/C(=C2/SC(=Nc3ccc(Br)cc3)NC2=O)c2ccccc21	1.22*	10.0

Main list (from the top)
SMILES	Cy5 interf NS3h	HCV NS3h FP
COc1ccc(NS(=O)(=O)c2ccc(Cl)cc2)cc1Cl	1.09	14.7
COCCNC(=O)CN(c1ccc(Br)cc1)S(C)(=O)=O	1.03	1.4
CCOc1cc(C2C(C(=O)OC)=C(C)N(C)C(C)=C2C(=O)OC)ccc1OC(C)=O	0.93	8.2
COc1cccc(/C=C2\SC(=S)N(C)C2=O)c1O	0.953	17.1
CC(C)COc1ccc(C(=O)Nc2ccc(-c3nc4ccccc4o3)cc2)cc1	1.01	35.5
CCOc1cc(-c2ccc(OC)c(OC)c2)cc(=O)c2c(C)oc(C)c12	0.911	2.8
CCOC(=O)c1c(C)n(-c2ccccc2OC)c2c1cc(O)c1ccccc12	0.959	10.9
O=C1C(=O)N(Cc2ccc(Cl)c(Cl)c2)C2C=CC=CC12 (stereo not given)	0.951	17.1
CC1(C)CC(=O)C(C(C2=C(O)CC(C)(C)CC2=O)c2ccc(Cl)cc2Cl)C(=O)C1 (stereo not given)	1.03	0.0
O=C(/C=C/c1ccccc1)NC(=S)Nc1cccc2ccccc12	0.932	27.9
O=C(Nc1ccc(Cl)c(-c2nc3ccccc3o2)c1)c1cccs1	1.01	-0.7
CCOC(=O)c1c(NC(=O)c2cc(Br)ccc2OC)sc2c1CCCC2	1.04	3.1
Cc1cc(C)c2oc(-c3ccc(NC(=S)NC(=O)c4ccco4)cc3)nc2c1	1.1	-11.9
CCC1(CC)NC(=S)N(c2ccc(C)cc2)N1	0.984	0.3
CCc1ccc(NC(=O)C(=O)NCc2ccccc2OC)cc1	0.999	16.7
O=C1C2=C(C(c3ccccc3)=NCCN2)C(c2ccc(O)cc2)N1c1ccccc1 (stereo not given)	0.96	-2.8
COc1ccc(NC(=O)COc2ccc(Cl)cc2)cc1	1.11	20.5
Cc1cc(NC(=O)c2ccc(C)c([N+](=O)[O-])c2)ccc1Br	1.07	9.7
O=C1/C(=C\Nc2cc(Cl)ccc2O)CCc2ccccc21	1.05	30.8
COc1ccc(N(Cc2ccc(C(=O)Nc3ccc(OC)c(OC)c3)cc2)S(=O)(=O)c2ccccc2)cc1	0.921	6.9

SMILES	Cy5 interf NS3h	HCV NS3h FP
COc1ccccc1-c1nc(-c2ccc(Br)cc2)no1	1.02	10.9
O=C1NC(=O)C(=Cc2cc(Br)ccc2OCc2ccccc2F)C(=O)N1	1	15.0
CC(=O)N1C(=O)/C(=C2/SC(=Nc3ccc(Br)cc3)NC2=O)c2ccccc21	1.22*	10.0
N/C(=N/OC(=O)c1ccccc1I)c1cccnc1	1.07	0.3
COc1ccccc1N1C(=O)NC(=O)/C(=C\c2ccc(O)c(O)c2)C1=O	0.972	43.5*
O=C(NC(NC(=S)Nc1cccc2ccccc12)C(Cl)(Cl)Cl)c1ccccc1 (stereo not given)	0.901	8.1
COc1ccc(NC(=O)c2cnn3c2NC(c2ccco2)CC3C(F)(F)F)c(OC)c1 (stereo not given)	1.04	10.4
COc1ccc(-c2nc(-c3ccccc3)c(-c3ccccc3)[nH]2)cc1[N+](=O)[O-]	0.906	19.1
CN(C1=NC(=O)/C(=C\c2ccc(Cl)cc2)S1)c1ccc(O)cc1	0.984	8.2
CCN1C(=O)/C(=C\c2cn(CCOc3ccc(Br)cc3)c3ccccc23)SC1=S	1.04	0.3
COc1cc(-c2cc(C(F)(F)F)n3ncc(C(=O)Nc4cccc5ccccc45)c3n2)cc(OC)c1OC	1.08	-0.6
O=[N+]([O-])c1cccc(S(=O)(=O)NCc2ccccc2Cl)c1	0.998	3.2
CCCCOc1ccc(C(=O)NCCOc2ccc(C)c(C)c2)cc1	1.04	15.4
Cc1ccc(NC(=O)C(=O)NCCC(C)C)c(C)c1	0.99	2.8
COC(=O)c1c(C)oc2ccc(NS(=O)(=O)c3ccc(Cl)c([N+](=O)[O-])c3)cc12	0.958	11.9
CCCOc1cccc(C(=O)Nc2cccc(C(=O)Nc3ccccc3C(=O)O)c2)c1	1.04	2.7
COc1ccc(/C(C)=N\N=C2/NC(=O)C(CC(=O)Nc3cccc([N+](=O)[O-])c3)S2)cc1 (stereo not given)	1.02	6.8
Nc1nc(-c2ccc(Cl)cc2)c(-c2ccc([N+](=O)[O-])cc2)s1	0.989	5.0
CN1CCN(c2ccc(C(=O)c3ccc(F)cc3)cc2)CC1	1.06	-6.0
Cc1ccc(N2C(=O)CC(N3CCSCC3)C2=O)cc1 (stereo not given)	0.91	27.0

SMILES	Cy5 interf NS3h	HCV NS3h FP
Cc1ccc(N2C(=O)CC(N3CCc4ccccc4C3)C2=O)cc1 (stereo not given)	0.97	4.1
COc1ccc(C(=O)Nc2ccc(Br)cc2)cc1OC	0.809	16.8
Cc1cc(/C=C2\C(=O)NC(=O)N(c3ccc(Cl)cc3)C2=O)c(C)n1-c1cccnc1	0.945	-29.8
COc1cc(/C=C/C(=O)c2c(-c3ccccc3)c3cc(Br)ccc3[nH]c2=O)cc(OC)c1OC	0.929	7.1
O=C(NC(=S)Nc1ccccc1O)c1ccc(Br)cc1	0.983	17.2
c1ccc2c(c1)OCC(c1csc(C3COc4ccccc4O3)n1)O2 (stereo not given)	1.01&1.01	4.3&14.9
O=C(NCC1CCCO1)c1cnn2c(C(F)(F)F)cc(-c3ccc4c(c3)OCO4)nc12 (stereo not given)	1.11	6.7
COc1ccc(/C=C/C(=O)NCC2(c3ccccc3)CCCC2)cc1OC	1.04	20.5
CCOc1ccc(NC(=S)NCCc2ccc(S(N)(=O)=O)cc2)cc1	0.983	2.2
Cc1ccc2nsnc2c1NC(=O)c1ccc(-c2cccc([N+](=O)[O-])c2)o1	1.06	-1.6
COc1ccccc1N1CCN(C(=O)c2c(Cl)cccc2Cl)CC1	1.03	1.8
CCN(CC)CC(O)Cn1c2c(c3ccccc31)CCCC2=O (stereo not given)	0.992	-0.6
CS(=O)(=O)N(CC(=O)O)c1ccc(Cl)cc1	1.1	3.6
COc1cc(NC(=O)c2ccc(Cl)cc2)c(Cl)cc1N	0.822	35.2
CCC1=NN2C(=N)/C(=C/c3ccc(-c4cccc(C(=O)O)c4)o3)C(=O)N=C2S1	1.01	52.2*
CCOC(=O)c1c(N)nc(C)n1-c1ccc(OC)cc1	1.05	1.3
O=C(Oc1ccc(Cl)c(Cl)c1)c1ccc([N+](=O)[O-])cc1	1.05	18.9
COc1ccc(-c2cc(=O)n3[nH]c(-c4ccc(Br)cc4)cc3n2)cc1	1.1	5.4
CC1=C(c2ccccc2)[N+](=O)C(C)(c2ccc(C)cc2)N1[O-] (stereo not given)	0.977	-13.7
O=C1NC(=O)N(c2ccc(Cl)cc2)C(=O)/C1=C\c1ccc(-c2ccc([N+](=O)[O-])cc2)o1	1.02	7.6

SMILES	Cy5 interf NS3h	HCV NS3h FP
COc1cccc(/C=C/C(=O)c2ccc(C)cc2)c1OC	0.932	9.4
Cc1c(O)ccc2c3c(c(=O)oc12)CCC3	1.09	5.9
COc1ccc(N(Cc2ccc(C(=O)NCc3ccccc3OC)cc2)S(=O)(=O)c2ccccc2)cc1	0.691*	20.4
CC(C)c1ccc(/C=C(\NC(=O)c2ccccc2)C(=O)NCCN2CCOCC2)cc1	0.926	8.8
Cc1ccc(OCC(O)CN2C(C)(C)CC(O)CC2(C)C)c(C)c1 (stereo not given)	1.11	10.0
COc1ccccc1N(CC(=O)Nc1ccc(Br)cc1)S(=O)(=O)c1ccccc1	1.03	13.8
CCCc1nc2c(nnn2Cc2ccccc2)c(=O)[nH]1	1.09	1.0
COC(=O)CN1C(=O)/C(=C/c2ccc(OCc3ccccc3Cl)c(OC)c2)SC1=S	0.982	0.0
COc1cc(NC(=O)c2ccc(F)cc2)cc([N+](=O)[O-])c1	1.03	0.3
Cc1cc(=O)oc2cc(OCc3ccc(F)cc3)c(Cl)cc12	0.992	4.1
CCOc1cc(OCC)cc(C(=O)Nc2cccc(OC)c2)c1	1.02	1.5
Cc1ccn2c(NC(=O)c3ccco3)c(-c3ccccc3)nc2c1	0.929	3.2
Cc1nc2sc3c(c2c2nncn12)CCCC3	0.664*	5.9
Cc1ccc(OCC(=O)Nc2ccc(Cl)c(Cl)c2)c(Br)c1	1.02	3.2
CC(=O)Nc1ccc(C(=O)Nc2ccc(Cl)cc2Cl)cc1	1.18	22.7
O=C(Nc1cccc(F)c1)C1CC(=O)N(c2ccc(F)cc2)C1 (stereo not given)	1.06	9.7
N/C(=N/OC(=O)c1ccc(Br)cc1)c1ccc([N+](=O)[O-])cc1	0.957	2.4
O=C(c1cc2nc(-c3ccc([N+](=O)[O-])cc3)cc(C(F)(F)F)n2n1)N1CCCc2ccccc21	1.01	3.8
O=C(/C=C/c1ccccc1)C1=C(O)C(=O)N(c2cccc(C(F)(F)F)c2)C1c1ccccc1[N+](=O)[O-] (stereo not given)	0.917	0.9
Cc1c(C)c2ccc(OC(C)C(=O)c3ccccc3)cc2oc1=O (stereo not given)	1.17	5.5

The closing three entries of the part above come first, to join the parts.
SMILES	Cy5 interf NS3h	HCV NS3h FP
O=C(c1cc2nc(-c3ccc([N+](=O)[O-])cc3)cc(C(F)(F)F)n2n1)N1CCCc2ccccc21	1.01	3.8
O=C(/C=C/c1ccccc1)C1=C(O)C(=O)N(c2cccc(C(F)(F)F)c2)C1c1ccccc1[N+](=O)[O-] (stereo not given)	0.917	0.9
Cc1c(C)c2ccc(OC(C)C(=O)c3ccccc3)cc2oc1=O (stereo not given)	1.17	5.5
O=C1C2CCCCC2C(=O)N1c1nc2ccccc2s1 (stereo not given)	0.845	-6.5
OC(COc1ccccc1Cl)Cn1c2ccccc2c2ccccc21 (stereo not given)	0.951	12.0
CNc1cc(C)c(C#N)c2nc3ccccc3n12	1.02	-6.0
CC(C)CNC(=O)/C(=C/c1ccc(F)cc1)NC(=O)c1ccccc1	0.947	11.6
O=C(Nc1ccccc1Cl)N1CCN(c2ccccn2)CC1	1	10.0
Cc1oc2ccc(OCc3ccccc3F)cc2c1C(=O)O	0.987	4.3
CCOc1ccc(NC(NC(=O)CN2C(=O)c3ccccc3S2(=O)=O)C(Cl)(Cl)Cl)cc1 (stereo not given)	0.885	2.3
COc1ccc(/C(N)=N\OC(=O)COc2ccccc2)cc1	1.04	6.9
Cc1cc(Cl)ccc1OCC(=O)Nc1cccc2nsnc12	1.1	5.3
O=C(COc1ccc(Cl)cc1)Nc1cccc(-c2nc3ccccc3s2)c1	1.07	0.4
O=C(COc1ccc(/C=N\NS(=O)(=O)c2ccccc2)cc1)Nc1cccc(Cl)c1	0.94	9.7
